Assay outcomes from PubChem.
TAG inh: inhibitors of triacylglycerol accumulation, primary screen, cell-based, uHTS, fluorescence, H9c2. inhibition, % at 12.5 µM. H9c2 cells, Nile Red lipid (TAG) fluorescence; cells loaded with 200 µM oleic acid. hit rate 0.66% among 230,000;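 active = pattern-corrected inhibition of lipid staining of at least 50% with the nuclear-stain viability signal not falling by more than 50%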;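 also: 0% = DMSO wells and 100% = triacsin C control wells; some results filed as inactive read as strong as hits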
TAG inh DAPI viability: second read-out of TAG inh, no call of its own (marks repeat the call); DAPI nuclei signal change (viability), lower = more cytotoxic, %;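 whole-well DAPI fluorescence read on a plate reader as a viability signal; minus 50 percent equals half of cells still viable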
Numbers without * were called inactive. A portion of the library; rates above refer to the full screens.

Under each structure: TAG inh, TAG inh DAPI viability
- COCCn1c(N)c(N(Cc2ccccc2)C(=O)CSCC(=O)Nc2ccc(C)cc2)c(=O)[nH]c1=O
  0, -2
- COc1ccc(C2=NN(C(N)=S)C(c3ccco3)C2)cc1 (stereo not given)
  -2, 6
- CN(c1ccccc1C(=O)Nc1ccc2c(c1)OCCO2)S(C)(=O)=O
  10, -15
- CC(C)C1Cc2c(sc3[nH]c(=S)n(Cc4ccccc4)c(=O)c23)CO1 (stereo not given)
  -2, 1
- CCCn1cc2c(c1-c1cccc(C)c1)c(=O)n(C)c(=O)n2C
  -23, -7
- CN(C)/C=N/S(=O)(=O)c1ccc(Cl)cc1
  3, 7
- Cc1nnc(Nc2ccc(C(=O)O)cc2)[nH]c1=O
  -6, 7
- CC1CCN(CCCNC(=O)c2cc3c(=O)n(C)c4ccccc4c3n2C)CC1
  33, 3
- CC(C)(C)NCC(O)c1cc(O)cc(O)c1 (stereo not given)
  1, -5
- CC(=O)Nc1cnc(-c2ccccc2C(F)(F)F)cn1
  11, -8
- Nc1cnn(Cc2ccc(F)cc2)c1
  -3, 4
- COc1ccc(NC(=O)CC2C(=O)NCCN2C(=O)c2ccccc2)cc1 (stereo not given)
  5, -16
- O=C(c1cccs1)N1C[C@@H](n2cc(-c3ccc(F)cc3)nn2)[C@H](O)C[C@@H]1c1ccccc1
  -8, -7
- CCOC(=O)c1c(N=CN(C)C)c(C#N)n2c1CCC2
  -1, -5
- O=C(Nc1cc(Cl)ccc1N1CCOCC1)c1ccc2c(c1)OCO2
  4, -2
- O=C(COc1ccc(F)cc1Cl)Nc1ccc(N2CCOCC2)cc1N1CCOCC1
  16, -4
- CSc1nc(-c2ccccc2)nn1C(=O)c1ccccc1
  -8, 5
- O=C(CC1Oc2ccccc2NC1=O)NC1CCCC1 (stereo not given)
  7, 11
- C=CCNC(=S)N/N=C/c1ccc(OCc2ccccc2)cc1
  10, 1
- CCN(CC)C(=O)C1=C(C)N(Cc2ccc(OC)cc2)C(=O)C(CC(=O)NCCCCc2ccccc2)C1 (stereo not given)
  -5, -8
- CC(=O)c1cccc(-c2ccnc3c2CC(C(=O)Nc2ccc(Cl)c(C(F)(F)F)c2)O3)c1 (stereo not given)
  -33, 3
- O=C(NC(=O)N1CCN(c2ccccc2)CC1)c1ccc(Cl)cc1
  16, 4
- O=C(NCC1CCCO1)c1cc(S(=O)(=O)N2CCCCC2)ccc1Cl (stereo not given)
  0, 1
- Cc1cc(C)c(S(=O)(=O)c2ccccc2C)c(OCC(C)(C)C)n1
  -22, 7
- CC1(C(=O)NS(=O)(=O)C2CC2)CCCN(C(=O)c2ccc(F)c(Cl)c2)C1 (stereo not given)
  15, -13
- O=C(O/N=C(\c1ccccc1)c1ccncc1)c1ccccc1Cl
  2, -1
- COc1ccc(Cl)cc1NCC(=O)Nc1ccc(OC)c(S(=O)(=O)N2CCCCC2)c1
  -17, -5
- CC(=O)N1CCN(C(=O)CCNS(=O)(=O)c2ccccc2)CC1
  22, -3
- C=CC[C@H](CC(=O)N(CCO)Cc1ccccc1)C(=O)N[C@H](C)COC(=O)[C@@H](CC=C)CC(=O)OC(C)(C)C
  9, -7
- O=c1[nH]cc(CN2CCOCC2)c(=O)[nH]1
  -17, 3

Complete entries as entered above. Screens in order: TAG inh | TAG inh DAPI viability
C=CCNC(=S)N/N=C/c1ccc(OCc2ccccc2)cc1 is listed as 10 | 1
O=C(NCC1CCCO1)c1cc(S(=O)(=O)N2CCCCC2)ccc1Cl (stereo not given) is listed as 0 | 1
CC(C)(C)NCC(O)c1cc(O)cc(O)c1 (stereo not given) is listed as 1 | -5

Some of these compounds in order of SMILES length, highest first:
Under each structure: TAG inh, TAG inh DAPI viability
- C=CC[C@H](CC(=O)N(CCO)Cc1ccccc1)C(=O)N[C@H](C)COC(=O)[C@@H](CC=C)CC(=O)OC(C)(C)C
  9, -7
- COc1ccc(Cl)cc1NCC(=O)Nc1ccc(OC)c(S(=O)(=O)N2CCCCC2)c1
  -17, -5
- O=C(COc1ccc(F)cc1Cl)Nc1ccc(N2CCOCC2)cc1N1CCOCC1
  16, -4
- O=C(NCC1CCCO1)c1cc(S(=O)(=O)N2CCCCC2)ccc1Cl (stereo not given)
  0, 1
- C=CCNC(=S)N/N=C/c1ccc(OCc2ccccc2)cc1
  10, 1
- O=c1[nH]cc(CN2CCOCC2)c(=O)[nH]1
  -17, 3

The list continues:
Under each structure: TAG inh, TAG inh DAPI viability
- COC(=O)c1ccc(NC(=O)CNC(=O)c2sc3ccccc3c2Cl)cc1
  9, -13
- Cc1cc(C)cc(NC(=O)CN(c2ccc(F)cc2)S(C)(=O)=O)c1
  -24, -6
- Cc1noc(C)c1CSCC(=O)Nc1nc2ccc(Oc3ccccc3)cc2s1
  6, 5
- NC1=C(Cl)C(=O)c2ccccc2C1=O
  66*, -50*
- COCCNC(=O)C1(C)CCCN(C(=O)c2ccc(C#N)cc2)C1 (stereo not given)
  -4, 3
- COc1ccc(C)cc1Nc1n[n+](-c2ccccc2)c(-c2c(OC)ccc3ccccc23)s1
  15, -2
- CN1CCC(OC(c2ccccc2)c2ccccc2)CC1
  1, -14
- Cc1noc(C)c1S(=O)(=O)N1CCN(c2ccccc2)CC1
  7, -15
- O=C(Cn1cnc2ccccc2c1=O)Nc1cccc(S(=O)(=O)N2CCCCC2)c1
  -8, 6
- Cc1cccc(C)c1Nc1c(-c2ccccc2O)nc2ncccn12
  -9, 6
- CCCCCCn1nc(C(=O)OCC(=O)NC2CCS(=O)(=O)C2)c2ccccc2c1=O (stereo not given)
  6, -5
- O=S(=O)(c1ccccc1)N1N=C(c2ccc(Cl)cc2)CC1c1ccco1 (stereo not given)
  -3, 15
- Cn1c(SCC(=O)c2ccc(F)cc2)nnc1-c1cccnc1
  1, -1
- O=C(COC(=O)C1COc2ccccc2O1)c1ccccc1 (stereo not given)
  -8, 4
- COC(=O)c1cc(NC(=O)c2nn(C)c(=O)c3ccccc23)cc(C(=O)OC)c1
  8, 18
- OCCNc1nc(-c2ccccc2)c2cc(Cl)ccc2n1
  2, 36
- Cc1cc(NC(=O)C(C)SCC(=O)Nc2nnc(CC(C)C)s2)no1 (stereo not given)
  0, 4
- O=C(/C=C/c1ccccc1)Nc1cccnc1Oc1ccccc1F
  8, -4
- C/C(=C/C(=O)Nc1cccc(F)c1)N1CCCC1
  8, -8
- COc1ccc(CNC(=O)CCc2c(C)nc3ncnn3c2C)cc1
  -24, 21
- COc1ccccc1CNS(=O)(=O)c1cc(C(=O)NCc2ccccn2)c(Cl)cc1Cl
  -14, -1
- O=C(CSc1nnc(CNC(=O)c2ccco2)o1)c1ccc(Cl)cc1
  -2, -7
- O=C(Nc1nnc(-c2ccc(Cl)s2)o1)C1CCCCC1
  -4, -7
- COc1ccc(C2(c3ccc(OC)cc3)NC(=O)N(CC(=O)N(C)C3CCC(C)CC3)C2=O)cc1 (stereo not given)
  20, -5
- COC(=O)c1cccc(NC(=O)c2ccc3c(c2)C(=O)N(Cc2cccnc2)C3=O)c1
  20, 1
- O=C(CN1C(=O)c2ccccc2C1=O)Nc1sc2c(c1C(=O)NCc1ccco1)CCCC2
  1, -8
- Cc1ccc(C(=O)OCC(=O)Nc2cccc(S(=O)(=O)NC3=NCCCCC3)c2)c(C)c1
  78*, -45*
- COc1cc(NC(=O)C2CCN(S(=O)(=O)c3cccnc3)CC2)cc(OC)c1OC
  10, 1
- CC(=O)Nc1cnc(NC(=O)c2cccc(F)c2)cc1C
  -23, 14
- CSCC(=O)NC1CCCc2c1cnn2-c1ccc(C)c(C)c1 (stereo not given)
  5, -4
- O=C(COC(=O)c1cccc(F)c1)Nc1cccc(S(=O)(=O)N2CCCCC2)c1
  -4, 0
- CN(c1ccccc1)S(=O)(=O)c1ccc(Cl)c(C(=O)OCC(N)=O)c1
  4, -7
- COc1ccc(NC(=O)CN(C)C(=O)C2CSC3(C)CCC(=O)N23)cc1 (stereo not given)
  2, -3
- CC(Oc1ccc(Cl)cc1)c1ccn[nH]1 (stereo not given)
  -16, 4
- O=C(CNC(=O)c1ccc(Cl)cc1Cl)OC1CCCCC1=O (stereo not given)
  5, -4
- COc1cccc(C2CC(c3c(F)cccc3Cl)n3nc(N)nc3N2)c1 (stereo not given)
  17, -10
- Nc1ccc(S(=O)(=O)NCC2CCCCO2)cc1 (stereo not given)
  -5, 1
- CCCCCCCCS(=O)c1sc2nc3c(cc2c1N)CCCC3 (stereo not given)
  4, 4
- Cc1cc([N+](=O)[O-])ccc1NC(=O)CSc1nccc(=O)[nH]1
  14, -10
- COc1cccc(-n2cnnc2SC(C)C(=O)NC2CCCC2)c1 (stereo not given)
  5, 0
- Cc1ccc(C(=O)Nc2cccc(C(=O)NC3CCCC3)c2)cc1
  6, -4
- COc1ccc(-c2nc(CS(=O)CC(=O)NCc3cccnc3)c(C)o2)cc1OC (stereo not given)
  9, -11
- COc1ccc(C)c2sc(=NC(=O)C(C)C)n(C)c12
  -2, 19
- CC(=O)Nc1ccc(NC(=O)C(C)n2nc(C)c([N+](=O)[O-])c2C)cc1 (stereo not given)
  20, -9
- O=C(O)c1sc2cc(C(F)(F)F)cnc2c1-c1ccccc1
  -34, 22
- COc1ccc(C2CC(=O)C3=C(C2)Nc2ncnn2C3c2ccccc2)cc1 (stereo not given)
  -4, 0
- Cc1ccc(S(=O)(=O)N2CCOCC2)cc1C(=O)OCC(=O)N1CCCC1=O
  4, -3
- CCN(CC)CCCNC(=O)c1ccc(N2CCCCC2)c(NS(=O)(=O)c2ccc(C)cc2)c1
  11, 9
- Cc1ccn2c(/C=N/OCc3ccc(F)cc3)c(-c3ccc(Cl)cc3)nc2c1
  24, 14
- c1ccc(-c2csc3ncnc(NCc4ccccn4)c23)cc1
  -10, -6
- O=C(Nc1ccccc1Cl)N1CCN(Cc2ccc3c(c2)OCO3)CC1
  -2, 16
- Cc1cc(C)cc(N(CC(=O)NC2CCCC2)S(=O)(=O)c2c(C)[nH]c(=O)[nH]c2=O)c1
  6, 4
- Cc1ccc(C)c(Cn2c(=O)n(CCCC(=O)NCc3ccco3)c(=O)c3sccc32)c1
  15, -5
- c1ccc([C@H]2CN3CCSC3=N2)cc1
  6, -4
- c1ccc(Cn2cc(-c3ccccc3)cn2)cc1
  -12, 8
- COc1cccc(C(C)(O)c2nc(/C=C/c3ccccc3)cs2)c1 (stereo not given)
  -31, 7
- COc1ccc(C(=O)NNC(=O)c2ccc(C(C)(C)C)cc2)cc1
  0, -2
- Cc1ccc(NC(=O)c2ccc(=O)[nH]c2)cc1S(=O)(=O)N1CCCCCC1
  3, 3
- CC(C)Oc1ccc(C(=O)OCC(=O)NC(=O)NC2CCCC2)cc1
  8, -3
- O=C(CCS(=O)(=O)Cc1ccccc1)Nc1ncc([N+](=O)[O-])s1
  0, 0

Following part.
Under each structure: TAG inh, TAG inh DAPI viability
- COC(=O)[C@@H](NC(=O)NC1CCCCC1C)C(C)C (stereo not given in full)
  -13, 0
- Cc1nc(CNC(=O)CC2C(=O)NCCN2Cc2ccoc2)nc2c1CCCC2 (stereo not given)
  -5, 3
- Cc1oc(-c2cccc(C(F)(F)F)c2)nc1CN1CCC[C@H]1CO
  -2, 16
- O=C(Nc1ccon1)c1nc[nH]c1C(=O)NCc1ccccc1
  -12, -4
- N#Cc1ccccc1S(=O)(=O)N1CCC(C(=O)NCc2ccccc2CN2CCCC2)CC1
  28, -13
- CCN(CC)CCNC(=O)c1sc2nc(-c3ccccc3)cn2c1C
  16, 11
- O=C(Nc1ccc(Nc2ccccc2)cc1)c1ccc(Cl)cc1[N+](=O)[O-]
  -2, 4
- CC(=O)Nc1ccc(CNC(=O)C[N+]2(C)CCOCC2)cc1
  -21, 15
- O=C(O)CCC(=O)c1c[nH]c2ccccc12
  0, -1
- COC(=O)c1c(/N=C/NOCc2ccc(Cl)cc2)sc2c1CCN(c1ncc(C(F)(F)F)cc1Cl)C2
  7, -3
- CCCC12CN3CC(CCC)(CN(C1)C3c1ccco1)C2=O (stereo not given)
  -11, 3
- OC(CNCc1cccc(Br)c1)c1ccccc1 (stereo not given)
  1, -5
- CC(C)C(NS(=O)(=O)c1cc(C(=O)O)ccc1Cl)C(=O)O (stereo not given)
  11, -12
- Cc1ccc(/C=C/C(=O)NCCc2cccc(Cl)c2)o1
  -9, 5
- Cc1ccc(CN2CCC[C@]3(N[C@H](c4ccc(C)cc4)[C@@H]4C(=O)N(C)C(=O)[C@@H]43)C2=O)cc1
  0, 8
- COc1cccc(C(O)c2nc(-c3cccc(C(F)(F)F)c3)cs2)c1 (stereo not given)
  1, -2
- O=C(c1nnc(Cc2ccc(Cl)cc2)o1)N1CCc2ccccc2C1
  10, 0
- CCSc1ccc(-c2cccc([N+](=O)[O-])c2)nn1
  7, -5
- CN(C)CCCNC(=S)N(CCO)Cc1cc2cc3c(cc2[nH]c1=O)OCO3
  1, 5
- COC(=O)c1cn(NC(=O)COc2ccc(Cl)cc2)c(=O)c2ccccc12
  -6, -4
- Cc1ccc2cc(S(=O)(=O)NCCCN3CCOCC3)ccc2c1
  -9, 3
- O=C(NCCCO)c1nc2ccccc2s1
  16, -10
- Cc1noc(C)c1COC(=O)c1cccc(S(=O)(=O)N2c3ccccc3CC2C)c1 (stereo not given)
  -8, -4
- c1ccc(-c2noc(CN3CCN(c4ccccc4)CC3)n2)cc1
  -5, -4
- Cc1ccc(-c2nc(CS(=O)CC(=O)NCCN3CCOCC3)c(C)o2)cc1 (stereo not given)
  9, -5
- O=C1CCCC2=C1Sc1ccc(Cl)cc1N2
  2, 6
- COc1ccc(NC2=C(C(C)=O)C(c3ccc(N(C)C)cc3)C(C(C)=O)C(C)(O)C2)cc1 (stereo not given)
  -85, 7
- CN(CC(=O)Nc1sccc1C#N)C1CCCCC1
  4, 8
- Nc1nc(CN2CCN(C(=O)c3ccco3)CC2)nc(Nc2cccc(Cl)c2)n1
  2, 8
- CC(OC(=O)CCCOc1ccccc1)C(=O)Nc1ccc(Cl)cn1 (stereo not given)
  1, -4
